PKA-R2B act: activates the human PKA-R2B holoenzyme complex | activation, % at 11.4 µM | PKA-R2B holoenzyme dissociation, Cy5-IP20 fluorescence polarization; R2B truncated from residue 108, S112A mutant; 0% DMSO only, 100% 113 µM cGMP | AID 504700 | 340,000 tested, 0.079% active;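 active = activation above a cutoff set at the mean over all compounds plus 3 SD, cut at about 18% in these data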;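 note: higher means more holoenzyme dissociation and a rise in polarization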
Target sequence (P31323 whole entry, looked up, other chains not shown, the tested form may be a part): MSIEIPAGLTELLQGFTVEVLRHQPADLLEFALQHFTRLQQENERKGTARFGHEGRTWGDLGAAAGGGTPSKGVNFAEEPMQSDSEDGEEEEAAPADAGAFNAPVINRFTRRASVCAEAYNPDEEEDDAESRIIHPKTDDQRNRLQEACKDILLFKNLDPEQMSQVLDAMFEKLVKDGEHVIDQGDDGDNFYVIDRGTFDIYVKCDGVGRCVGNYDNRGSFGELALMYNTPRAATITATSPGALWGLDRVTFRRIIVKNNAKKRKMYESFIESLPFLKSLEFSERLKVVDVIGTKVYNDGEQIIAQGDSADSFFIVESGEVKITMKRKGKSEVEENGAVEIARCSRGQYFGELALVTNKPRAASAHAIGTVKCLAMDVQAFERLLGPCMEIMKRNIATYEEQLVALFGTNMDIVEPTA
E coli growth: reduces bacterial viability in AddAB counter-screen. inhibition, % at 11.9 µM. 330,000 tested, 0.27% active. E. coli V3065 growth, OD600 absorbance, 18 h. AID 449728;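 active = inhibition above the campaign's mean inhibition across all tested compounds plus 3 SD, cut at about 9.9% in these data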;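 note: uninfected addAB+ strain grown without phage in ampicillin broth; 0% = DMSO wells and 100% = ciprofloxacin 0.95 µg/ml wells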
CDK5 p35 inh: CDK5/p35 (human) kinase inhibition | Recombinant CDK5/p35, ADP-Glo luminescence, 60 min | inhibition, % at 10 µM | 330,000 tested, 0.01% active | AID 488839;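 active = highest replicate inhibition of at least 50% and at least 75% of replicates reaching 50%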;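 note: plate controls were DMSO neutral control for no effect and GW8510 at 10 µM for full effect; many of its hits are not listed in these tables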
AddAB inh: less growth of phage-infected E. coli with AddAB; E. coli expressing H. pylori AddAB, absorbance growth; inhibition, % at 11.9 µM; 330,000 tested, 0.29% active; AID 435030; in the data active = inhibition above about 12%;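 note: 0% = vehicle wells of infected cells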
Mot1-301 SUMO: SUMOylation pathway inhibition by Mot1-301 growth rescue; S. cerevisiae Mot1-301 growth rescue, ATP luminescence, 38.5C; percent above DMSO median, 100 means doubled; growth rescue, % at 18.8 µM; 320,000 tested, 1% active;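 active = every valid replicate shows activation above 250% relative to neutral control wells; inactive = the rest, any valid replicate at or below 250%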;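 note: OY570 slx delta 5 strain wells were the positive control but not used for scaling; some compounds called inactive have numbers as strong as hits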
phage Ecoli inh: E. coli growth loss with phage present | growth absorbance | inhibition, % at 11.9 µM | 360,000 tested, 0.26% active | AID 651602; in the data active = inhibition above about 11%
PKA-R1A activ: activates the PKA-R1A holoenzyme complex. P00514+P68181. PKA-R1A dissociation, Cy5-IP20 fluorescence polarization; scaled: DMSO 0%, 113 µM cGMP 100%. activation, % at 11.4 µM. 340,000 tested, 0.083% active;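 active = percent activation above the mean of all tested compounds plus 3 SD, cut at about 19% in these data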;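 note: higher means more PKAc released from R1A so a rise in polarization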
HTR5A inv ag: HTR5A inverse agonism, opioid heterodimer counter-screen | 340,000 tested, 0.083% active | inhibition, % at 9.3 µM | AID 504634 | HTR5A cell line, luminescence | P47898; in the data active = inhibition mostly above about 23%, no sharp cut-off; inactive = mostly below about 18%;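 note: 0% = cells with DMSO and 100% = no-cell wells with DMSO; some compounds called inactive have numbers as strong as hits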
Target sequence (P47898 whole entry, looked up): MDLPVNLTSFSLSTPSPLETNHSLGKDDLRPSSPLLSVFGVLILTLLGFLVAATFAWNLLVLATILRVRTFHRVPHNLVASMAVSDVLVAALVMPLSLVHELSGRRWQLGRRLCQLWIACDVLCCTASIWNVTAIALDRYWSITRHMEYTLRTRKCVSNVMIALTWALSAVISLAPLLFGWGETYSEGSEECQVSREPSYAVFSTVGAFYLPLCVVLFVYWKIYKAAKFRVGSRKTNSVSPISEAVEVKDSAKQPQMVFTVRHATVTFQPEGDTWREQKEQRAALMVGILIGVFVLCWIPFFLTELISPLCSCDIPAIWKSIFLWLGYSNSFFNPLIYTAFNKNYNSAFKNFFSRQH
HTR5A ag: HTR5A agonism, opioid heterodimer counter-screen. HTR5A agonist assay, luminescence, cell-based. P47898. AID 504692. 340,000 tested, 0.61% active. activation, % at 9.3 µM; in the data active = activation mostly above about 9.5%, no sharp cut-off; inactive = mostly below about 7.6%;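 note: 0% = cells with vehicle only and 100% = reference agonist; strong numbers were not always called active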
DAGLB inh: diacylglycerol lipase beta (human) inhibition; Q8NCG7; HEK293T DAGLB membrane lysate, EnzChek fluorogenic substrate; inhibition, % at 5.17 µM; 340,000 tested, 0.059% active; in the data active = inhibition above about 34%;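 note: 0% = enzyme with vehicle and 100% = wells lacking enzyme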
Tat export inh: E. coli Tat transport inhibition | E. coli MC4100 TorA-mCherry Tat export, fluorescence | 340,000 tested, 0.036% active | AID 488895 | inhibition, % at 10 µM;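 active = mean replicate inhibition at least 50% and at least half of replicates individually reaching 50%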;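 note: exported cargo escapes ClpAP degradation while cytoplasmic cargo is degraded and loses fluorescence; 0% = median of neutral control wells and 100% = median of NaSCN control wells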
An asterisk follows results filed as active; . = not tested or not shown.

structure,PKA-R2B act,E coli growth,CDK5 p35 inh,AddAB inh,Mot1-301 SUMO,phage Ecoli inh,PKA-R1A activ,HTR5A inv ag,HTR5A ag,DAGLB inh,Tat export inh
COc1ccc(CCNC(=O)CCNS(=O)(=O)c2cccc(Cl)c2)cc1OC,-4.3,-2.8,7.3,-1.0,9.4,3.0,-6.3,-10.1,-1.4,1.1,2.7
CC(=O)N1N=C(c2cccc(NS(C)(=O)=O)c2)CC1c1cccs1 (stereo unspecified),0.5,-1.8,0.6,-0.4,-7.4,3.5,2.4,-25.0,0.6,-0.7,-6.1
CCc1ccc(-c2ccc(C(=O)C(F)(F)F)[nH]2)cc1,9.9,0.3,2.0,1.7,20.5,3.7,-6.1,-12.9,5.3,-7.0,1.3
CC(C)CN(C(=O)C1CCCC1)C1CCS(=O)(=O)C1 (stereo unspecified),-2.9,.,0.7,.,.,0.7,-6.4,-4.1,4.0,2.0,8.3
CCc1ccc(NC(=S)Nc2cc(OC)c(NC(=O)C(C)C)cc2OC)cc1,3.6,2.8,0.5,-1.4,26.9,1.9,1.2,-10.1,3.6,-3.5,-4.0
CCOC(=O)C1(Cc2ccccc2C)CCCN(C(=O)CCn2nccc2C)C1 (stereo unspecified),3.2,2.3,-1.3,3.2,242.4,4.3,1.4,-9.5,3.4,-1.9,-5.6
CC(C)(C)c1ccc(/C=N/NC(=O)Cc2c[nH]c3ccccc23)cc1,0.6,-2.1,-1.0,3.1,-2.2,3.4,-19.8,-26.2,4.1,5.2,0.4
CCN(CC)S(=O)(=O)c1cc(NC(=O)C(=O)c2c(-c3ccccc3)cc3ccccn23)ccc1C,0.9,1.9,-0.4,-1.4,-6.2,4.8,-9.1,4.0,3.1,-0.9,-2.7
CN(CC(=O)Nc1cccc(F)c1)CC(=O)Nc1cccc(S(=O)(=O)N2CCCCC2)c1,2.1,-1.6,-0.4,0.8,5.5,0.7,3.9,-12.8,-0.8,-4.0,10.7
CC(=O)NS(=O)(=O)c1ccc(NC(=S)NC(=O)C2CCC2)cc1,2.6,.,-3.2,.,.,0.6,-4.1,-7.9,2.1,-1.1,6.4
CCOc1cc(-c2nnc(NC(=O)c3ccco3)o2)cc(OCC)c1OCC,3.7,-1.5,-1.3,-0.5,-29.5,1.6,-1.9,-5.7,-0.9,0.9,1.4
COc1cccc(NC(=O)Cn2c(=O)n(CC3CCCO3)c(=O)c3ccccc32)c1 (stereo unspecified),2.5,1.4,1.3,0.7,-16.8,1.4,2.9,8.0,8.2,-3.8,2.2
COc1ccc(C(N)=S)cc1,3.0,0.9,1.8,1.1,-11.5,2.3,-1.1,4.9,-1.8,0.3,1.4
COc1ccc(CCNC(=O)CSc2nnc(C(C)N(C)C)n2Cc2ccccc2)cc1OC (stereo unspecified),-1.8,-1.6,-1.5,0.8,-8.3,-0.3,-9.9,-10.0,3.6,-3.4,-3.7
S=c1[nH]nc(-c2ccco2)n1/N=C/c1ccccc1,5.8,-0.5,0.9,-1.9,0.2,-2.3,-6.2,-6.2,-0.1,1.2,-2.7
COC(=O)c1c(C)c[nH]c1C,-16.5,0.2,0.0,2.2,-11.2,2.3,-9.2,-1.1,9.6,-2.1,-1.2
OCc1ccccc1OCCCN1CCC(Cc2ccccc2)CC1,1.4,-0.8,0.5,3.8,12.8,-1.5,-0.7,17.2,5.6,0.1,1.7
Cc1ccc(N/N=C/c2cccnc2)cc1,-0.1,-1.1,-1.1,1.1,289.2*,3.2,-0.7,-3.0,1.0,-1.3,8.2
O=C(Nc1ccc(Cl)c(Cl)c1)c1csc(-c2ccccc2)n1,0.2,0.6,0.3,3.1,-10.7,0.5,11.5,7.3,-3.1,-16.1,-6.9
COc1ccccc1-c1cc(C(F)(F)F)nc(NCc2cccs2)n1,9.2,-0.7,.,-0.7,-9.9,2.8,-7.5,-1.6,0.3,-11.2,-1.9
Cc1cc(=O)[nH]c(SCC(=O)OCc2ccccc2)c1C#N,1.1,-2.9,-1.3,3.1,6.4,4.7,-8.7,2.2,-0.8,1.9,-5.3
CCCCOc1ccc(/C=N/NC(=S)Nc2cccc(C)c2C)cc1,-8.9,-1.2,-2.6,0.5,20.9,2.6,-13.3,13.1,1.5,-8.9,-7.7
CCc1oc(C(=O)O)cc1COC,-7.3,-1.0,-0.2,2.3,-19.1,2.0,-6.1,-7.7,2.9,-3.3,-0.3
Cc1cc(C)n(C(=O)c2ccc([N+](=O)[O-])cc2Cl)n1,-4.0,-1.2,-0.2,0.5,0.7,1.5,-3.4,4.3,-1.2,-2.5,8.4
O=C(c1cccc(C(F)(F)F)c1)N1CCC(O)(CS(=O)(=O)Cc2ccc(Cl)cc2)CC1,-4.0,-0.9,-0.6,-1.9,8.1,1.4,-4.6,-12.1,0.9,-0.6,-6.5

Single values from above.
PKA-R1A activ with CC(C)(C)c1ccc(/C=N/NC(=O)Cc2c[nH]c3ccccc23)cc1 : -19.8
phage Ecoli inh with CCOc1cc(-c2nnc(NC(=O)c3ccco3)o2)cc(OCC)c1OCC : 1.6

Quoted at random: 2 compounds from above, in no set order.
structure,PKA-R2B act,E coli growth,CDK5 p35 inh,AddAB inh,Mot1-301 SUMO,phage Ecoli inh,PKA-R1A activ,HTR5A inv ag,HTR5A ag,DAGLB inh,Tat export inh
CCOc1cc(-c2nnc(NC(=O)c3ccco3)o2)cc(OCC)c1OCC,3.7,-1.5,-1.3,-0.5,-29.5,1.6,-1.9,-5.7,-0.9,0.9,1.4
CCOC(=O)C1(Cc2ccccc2C)CCCN(C(=O)CCn2nccc2C)C1 (stereo unspecified),3.2,2.3,-1.3,3.2,242.4,4.3,1.4,-9.5,3.4,-1.9,-5.6

(next part)
structure,PKA-R2B act,E coli growth,CDK5 p35 inh,AddAB inh,Mot1-301 SUMO,phage Ecoli inh,PKA-R1A activ,HTR5A inv ag,HTR5A ag,DAGLB inh,Tat export inh
Cc1cccc(NS(=O)(=O)c2cccc(C(=O)N3CCN(S(=O)(=O)c4ccccc4)CC3)c2)c1,-2.4,4.1,-1.4,1.4,-0.7,-1.2,4.7,-22.1,-1.8,-1.2,0.3
O=S(=O)(NCC(Nc1ccc(Cl)cc1)c1ccccc1)c1ccc(Cl)cc1 (stereo unspecified),2.2,1.2,-0.1,2.4,8.2,3.2,-15.2,-10.7,3.1,-4.5,6.0
CNc1nc(C)c(C(C)=O)cc1C#N,-1.6,-3.7,0.6,2.9,2.0,2.4,4.8,9.1,-4.2,-0.8,-11.7
O=C(O)CNC(=O)c1ccc(NS(=O)(=O)c2ccc3ccccc3c2)cc1,-0.4,-0.8,-1.1,2.8,14.3,0.1,-1.6,-34.9,6.2,-0.8,-7.2
O=C(COC(=O)/C=C/c1ccc(F)cc1)NCc1ccc2c(c1)OCO2,-4.1,0.4,2.8,-1.1,15.1,2.7,-9.4,5.3,-1.4,-2.7,10.0
CNS(=O)(=O)c1cccc(C(=O)OCC(=O)c2c(N)n(Cc3ccccc3)c(=O)n(C)c2=O)c1,-3.2,.,2.0,.,.,1.3,-10.9,2.9,-1.2,2.3,3.5
COc1ccc(OC)c(NC(=O)CSc2nnc(-c3ccco3)n2-c2ccccc2)c1,-2.1,-1.4,-1.7,2.6,-16.7,-1.0,5.9,-37.0,-0.7,3.2,-2.3
Cc1nc2sc(C(c3ccccc3)N3CC(C)OC(C)C3)c(O)n2n1 (stereo unspecified),-0.4,-2.4,1.2,0.2,6.0,-0.3,-1.1,8.4,-6.2,-0.8,7.2
CN1CCN(c2ccc(NC(=O)COc3ccccc3)cc2Cl)CC1,-9.6,.,-3.7,.,.,2.7,4.6,-16.6,1.3,-1.0,2.3
O=C(c1cnn2c(C(F)(F)F)cc(-c3ccco3)nc12)N1CCc2ccccc2C1,-0.7,1.1,0.3,1.4,-9.8,1.2,8.5,1.9,-0.7,0.2,-0.6
CCOCc1nnc(NC(=O)CCS(=O)(=O)Cc2ccccc2)s1,2.2,-0.3,-2.8,4.4,-13.2,2.7,-2.9,21.5,-0.6,-2.4,-3.3
CCC(=O)N1CCc2cc(S(=O)(=O)CCC(=O)N3CCN(c4ccc(C(C)=O)cc4)CC3)ccc21,-8.9,-3.0,0.5,1.4,2.8,2.1,-0.3,-2.6,0.7,-0.5,-7.3
CC(C)N1CCN(Cc2ccc(Oc3ncccn3)cc2)CC1CCO (stereo unspecified),1.6,0.7,-0.4,3.1,-10.4,1.5,1.9,-10.9,3.5,0.1,-10.9
Cc1cc(=S)n(-c2ccccc2)n1C,4.7,-0.8,0.4,0.7,4.9,3.3,5.7,6.7,-2.3,-0.6,1.5
O=C(CNC(=O)c1cnccn1)Nc1ccc(F)c(F)c1F,-7.6,-0.1,1.1,-0.7,-4.3,0.5,1.3,-11.5,-0.5,4.4,7.0
COC(=O)c1nn(-c2cccc(C(F)(F)F)c2)c(=O)cc1Sc1ccccn1,-8.2,-0.2,-2.9,0.8,-2.8,1.3,0.1,-0.3,0.1,-1.6,0.3
Cc1ccc(-c2csc3ncn(/N=C/N(C)C)c(=O)c23)o1,-2.1,-1.6,-1.1,-0.9,.,4.7,-0.2,27.3,-2.5,-1.0,0.1
O=[N+]([O-])c1cc2c(cc1/C=N\NS(=O)(=O)c1ccccc1)OCO2,-2.6,-0.6,-1.5,3.1,44.0,0.8,1.0,-3.5,1.5,-0.2,-11.2
Clc1ccc(Oc2cnns2)c(Cl)c1,-13.2,-2.1,-5.2,2.9,-23.2,2.1,-5.5,10.7,-4.9,-5.7,1.1
Cc1ccc(S(=O)(=O)N2CCN(C(=O)CCC(=O)NC3CCCc4ccccc43)CC2)cc1 (stereo unspecified),1.0,-3.3,-0.6,0.2,4.5,0.9,0.1,-27.8,0.3,3.5,3.5
Cc1cc(C)n2nc(C(=O)N/N=C/c3cccc(Cl)c3)nc2n1,2.6,2.8,0.7,4.9,4.8,2.0,-2.8,4.0,4.7,-5.6,-4.2
C=CCn1c(N2C(=O)CC(Cc3ccccc3)C2=O)nc2ccccc21 (stereo unspecified),6.7,-1.1,2.8,0.8,-10.2,-0.3,0.1,-17.2,2.8,0.3,1.4
CC(NC(=O)Nc1ccc2c(c1)OCO2)c1ccncc1 (stereo unspecified),-3.2,-1.5,0.5,-0.2,-19.6,4.6,-6.0,29.9,-1.5,1.3,-3.5
O=C(NC(=S)/C(=C1\CCCCCN1)[N+](=O)[O-])c1ccccc1,-5.1,-1.0,-0.6,1.9,1.3,.,-5.5,-2.9,1.2,0.2,4.7
Cc1nnc(SCC(=O)Nc2cccc(S(N)(=O)=O)c2)n1-c1ccccc1,-7.9,-0.2,0.5,0.7,-23.3,-1.2,-8.4,-22.0,7.7,0.8,-6.9
CN(C)S(=O)(=O)c1ccc(NC(=O)N2CCN(c3ccccc3)CC2)cc1,-10.8,0.1,1.7,1.9,-11.0,4.8,10.4,-23.7,2.1,-0.6,6.1

With a hit mark in Mot1-301 SUMO, of those listed so far:
mol | PKA-R2B act | CDK5 p35 inh | AddAB inh | Mot1-301 SUMO | phage Ecoli inh | PKA-R1A activ | DAGLB inh | Tat export inh
Cc1ccc(N/N=C/c2cccnc2)cc1 | -0.1 | -1.1 | 1.1 | 289.2* | 3.2 | -0.7 | -1.3 | 8.2

Source: PubChem (several laboratories)
